Compound activity as filed in PubChem.
AddAB inh: growth inhibition of E. coli expressing H. pylori AddAB, primary screen, AddAB inhibitor project, absorbance; inhibition, % at 11.9 µM; actives 0.29% (n = 330,000); AID 435030, 2010; in the data active = inhibition above about 12%;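 note: 0% = vehicle wells of infected cells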
phage Ecoli inh: growth loss of phage-infected E. coli, primary screen, RecBCD inhibitor project, absorbance, with phage, HTS; actives 0.26% (n = 360,000); inhibition, % at 11.9 µM; in the data active = inhibition above about 11%
SR-BI HDL uptake: inhibitors of SR-BI mediated HDL lipid uptake, primary screen, ldlA[mSR-BI] cells, fluorescence, single point. actives 0.96% (n = 320,000). ldlA[mSR-BI] CHO cells, DiI-HDL uptake fluorescence, 3 h. inhibition, % at 12.5 µM. AID 488896, 2010;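 active = mean replicate inhibition of at least 70% and a set share of replicates each scoring 70 or more; inconclusive = meets just one of the two criteria; inactive = fails both criteria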;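 note: 0% = median of neutral control wells and 100% = median of positive control wells; values of inactives mirror those of a sister screen read the other way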
Target sequence (Q61009 whole entry, looked up): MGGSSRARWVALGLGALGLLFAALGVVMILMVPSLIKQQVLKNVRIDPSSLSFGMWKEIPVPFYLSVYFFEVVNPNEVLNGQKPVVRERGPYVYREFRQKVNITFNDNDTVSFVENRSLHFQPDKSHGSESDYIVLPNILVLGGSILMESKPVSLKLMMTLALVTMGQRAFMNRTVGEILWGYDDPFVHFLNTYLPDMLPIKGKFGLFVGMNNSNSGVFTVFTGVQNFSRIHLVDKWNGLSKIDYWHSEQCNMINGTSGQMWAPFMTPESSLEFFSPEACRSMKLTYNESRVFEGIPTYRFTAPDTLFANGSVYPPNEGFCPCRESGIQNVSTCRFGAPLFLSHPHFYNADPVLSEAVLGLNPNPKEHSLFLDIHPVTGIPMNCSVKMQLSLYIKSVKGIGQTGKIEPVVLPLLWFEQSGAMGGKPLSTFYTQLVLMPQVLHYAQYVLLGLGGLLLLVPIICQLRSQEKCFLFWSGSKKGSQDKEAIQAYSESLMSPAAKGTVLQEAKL
E coli growth: E. coli V3065 growth inhibition, primary screen, counter-screen for AddAB inhibitor project, absorbance, OD600 | actives 0.27% (n = 330,000) | AID 449728, 2010 | 18 h | inhibition, % at 11.9 µM;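 active = inhibition above the campaign's mean inhibition across all tested compounds plus 3 SD, cut at about 9.9% in these data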;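 note: uninfected addAB+ strain grown without phage in ampicillin broth; 0% = DMSO wells and 100% = ciprofloxacin 0.95 µg/ml wells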
MITF act: activators of MITF-driven TRPM1 promoter reporter, primary screen, cell-based, SK-MEL-5, luciferase, single point; actives 0.75% (n = 300,000); AID 588334, 2011; SK-MEL-5 TRPM1-promoter luciferase, 24 h; % of positive control, neutral wells = 0; activation, % at 12.5 µM;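 active = mean activation of at least 80% with every replicate also reaching 80%; inconclusive = mean reaches 80% but some replicate falls short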;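 note: 0% = neutral control wells and 100% = parthenolide positive control wells; values of inactives mirror those of a sister screen read the other way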
Tat transport: E. coli Tat export inhibitors, primary screen, MC4100, TorA-mCherry reporter, fluorescence, single point; inhibition, % at 10 µM; actives 0.036% (n = 340,000); AID 488895, 2010;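 active = mean replicate inhibition at least 50% and at least half of replicates individually reaching 50%; inconclusive = only one of the two criteria met; inactive = neither criterion met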;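 note: exported cargo escapes ClpAP degradation while cytoplasmic cargo is degraded and loses fluorescence; 0% = median of neutral control wells and 100% = median of NaSCN control wells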
SR-BI uptake up: activators of SR-BI mediated DiI-HDL uptake, primary screen, ldlA[mSR-BI] CHO cells, DiI fluorescence; 3 h; 100 = double the neutral-control signal; activation, % at 12.5 µM; actives 0.096% (n = 320,000);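 active = mean replicate activation of at least 60% and every replicate at or above 60%; inconclusive = mean or all-replicate condition met, but not both; inactive = mean below 60% and not all replicates reaching 60%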;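 note: 0% = median plate neutral-control signal and 100% = twice that signal; values of inactives mirror those of a sister screen read the other way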
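system = CHO ldlA[mSR-BI] cells, LDL receptor-null, SR-BI overexpressing | medium = Ham's F12 with 0.5% BSA, HEPES 25 mM, pH 7.4 | probe or stimulus = DiI-HDL 10 µg/mL | compound dosing = single-point compound dose | incubation = compound exposure 3 h, 37 °C | technique = DiI fluorescence, bottom read | read-out = cell-associated DiI fluorescence as measure of HDL uptake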
CAL PDZ FP-1: CAL PDZ peptide-binding inhibitors, primary screen, biochemical, fluorescence polarization, Cer-tagged CAL PDZ, HTS; inhibition, % at 20 µM; purified CAL PDZ, TMR-peptide fluorescence polarization, 1 h; AID 504414, 2011; actives 0.02% (n = 330,000);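 active = highest replicate inhibition of at least 40%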;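 note: plate controls were DMSO neutral control wells for no effect and unlabeled competitor peptide control wells for full effect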
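System: purified tagged CAL PDZ domain construct (CerCALP). Schedule: 1 h incubation at room temperature before polarization reading. Medium: 25 mM sodium phosphate pH 7.4, 150 mM NaCl, TCEP, IgG, Thesit. Read-out: percent inhibition from loss of millipolarization. Measured by: FP readout, S and P plane fluorescence. Probe or stimulus: fluorescent TMR peptide probe.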
Wnt bcat act: Wnt/beta-catenin pathway activators, primary screen, cell-based, plate reader, single point; Wnt/beta-catenin reporter cell assay, activator; activation, % at 9.35 µM; actives 1.2% (n = 300,000); in the data active = activation above about 30%, passing the limit was not always enough; inconclusive = no clear call, values can overlap the other calls;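 note: 0% = neutral control wells and 100% = positive control wells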
CAL PDZ FP-2: untagged CAL PDZ binding inhibitors, primary screen, biochemical, fluorescence polarization, HTS | Golgi-associated PDZ and coiled-coil motif-containing protein (Homo sapiens), Q9HD26 | purified CAL PDZ, TMR-peptide fluorescence polarization, 1 h | inhibition, % at 24.9 µM | actives 0.92% (n = 300,000) | AID 602252, 2012;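 active = mean inhibition of at least 30% with at least half of replicates also reaching 30%; inconclusive = no clear call, values can overlap the other calls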;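 note: 0% = DMSO neutral control and 100% = excess unlabeled competitor peptide PRC23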
Numbers without * were called inactive; ? = inconclusive; / = not tested or not shown.

SMILES	AddAB inh	phage Ecoli inh	SR-BI HDL uptake	E coli growth	MITF act	Tat transport	SR-BI uptake up	CAL PDZ FP-1	Wnt bcat act	CAL PDZ FP-2
Cc1cccc(NC(=S)NNC(=O)c2csc3c2CCC(C)C3)c1 (stereo not drawn)	-1.9	2.4	-29	-2.9	10	19	29	-1.9	15	/
CCOc1cc(/C=N/N2C(=O)NC3(CCCCC3)C2=O)cc(Br)c1O	-0.9	2.2	-21	1.3	2	-3	21	0.4	-1	-4
CCCCNC(=O)CCCCn1c(=S)[nH]c2c([nH]c3ccc(OC)cc32)c1=O	-2.0	3.2	-7	-1.3	4	10	7	0.8	-1	/
Cc1ccc(O)c(NC(=O)C2CCCN2C(=O)OCc2ccccc2)c1 (stereo not drawn)	-0.2	3.2	1	-3.0	1	-3	-1	-1.3	-2	-4
Cc1cc(C(F)(F)F)nn1CC(=O)N(C)C1CCCCC1	2.2	1.4	-12	-0.6	-3	-8	12	-1.5	/	0
Fc1ccc(-c2nnc(CSc3nnc4ccccn34)o2)cc1	2.4	4.2	-48	0.8	24	8	48	-1.3	9	/
CCCc1cc(=O)[nH]c(NCCc2ccccc2)n1	0.7	1.2	-22	0.7	21	1	22	0.1	1	/
Cc1cc(OCC(O)CN2CCc3ccccc3C2)cc(C(C)C)c1 (stereo not drawn)	1.2	0.2	-23	2.2	-7	-7	23	0.2	-6	-7
CC(C)C[C@H]1CNC(=S)N1CC1CCN(CCC23CC4CC(CC(C4)C2)C3)CC1	/	0.9	-11	/	-44	-3	11	-2.6	-2	-7
CCN1CCN(C(=O)CN(CC)S(=O)(=O)c2ccc(F)cc2)CC1	0.3	0.6	5	0.7	-4	-6	-5	-1.1	-3	-1
COc1ccccc1CNC(=O)c1cc2c(C)nn(Cc3ccc(F)cc3)c2s1	0.3	5.0	42	0.1	-8	3	-42	0.2	/	-4
Brc1ccc(CNCc2cccs2)cc1	4.0	3.4	-24	0.9	0	0	24	-2.2	/	-1
Cc1cccc(C)c1OCC(=O)N(Cc1ccco1)C1CCS(=O)(=O)C1 (stereo not drawn)	-2.7	/	-24	0.7	-5	-3	24	-1.5	/	/
CCCCN1CCc2c([nH]c3c(C)cccc23)C1=O	3.8	1.2	14	-0.2	92*	-1	-14	-1.2	27	72*
CS(=O)(=O)N1CCC(C(=O)Nc2cccc(C(F)(F)F)c2)CC1	2.5	3.0	17	1.9	-2	0	-17	-1.6	/	-2

Sorted by number of heavy atoms (smallest number first): four of the compounds above.
SMILES	AddAB inh	phage Ecoli inh	SR-BI HDL uptake	E coli growth	MITF act	Tat transport	SR-BI uptake up	CAL PDZ FP-1	Wnt bcat act	CAL PDZ FP-2
Brc1ccc(CNCc2cccs2)cc1	4.0	3.4	-24	0.9	0	0	24	-2.2	/	-1
CS(=O)(=O)N1CCC(C(=O)Nc2cccc(C(F)(F)F)c2)CC1	2.5	3.0	17	1.9	-2	0	-17	-1.6	/	-2
CCN1CCN(C(=O)CN(CC)S(=O)(=O)c2ccc(F)cc2)CC1	0.3	0.6	5	0.7	-4	-6	-5	-1.1	-3	-1
Cc1cccc(C)c1OCC(=O)N(Cc1ccco1)C1CCS(=O)(=O)C1 (stereo not drawn)	-2.7	/	-24	0.7	-5	-3	24	-1.5	/	/

More compounds:
SMILES	AddAB inh	phage Ecoli inh	SR-BI HDL uptake	E coli growth	MITF act	Tat transport	SR-BI uptake up	CAL PDZ FP-1	Wnt bcat act	CAL PDZ FP-2
O=C(COC(=O)c1ccccc1Br)Nc1ccc2[nH]c(=O)[nH]c2c1	1.6	3.8	-20	-1.1	-8	5	20	-0.8	0	-1
CN(C)CCNC(=O)NC1CCCCC1	1.6	-1.6	-8	-2.2	-13	3	8	-0.5	/	-1
CC(C)c1ccc(NC(=O)C2CSC3(C)CCC(=O)N23)cc1 (stereo not drawn)	1.1	0.7	-6	-1.9	8	-4	6	0.8	0	-1
COC(=O)c1ccccc1N/C=C1\CCc2c(c(C)nn2-c2ccccn2)C1=O	4.0	-0.9	10	1.7	-1	-15	-10	-0.5	0	1
CCC(CC)NCc1ccc2c(c1)c1ccccc1n2CC	0.4	2.0	30	1.0	4	-13	-30	-0.7	-2	/
CC1Cc2ccccc2N1CC(=O)Nc1ccc(N2CCOCC2)cc1 (stereo not drawn)	-0.8	5.3	83*	-2.6	-10	-3	-83	-1.6	/	-2
Cc1cccc(-n2c(C)nc3c(cnn3-c3ccc(F)cc3)c2=O)c1	0.9	1.6	25	-0.4	6	7	-25	-4.2	/	-6
O=C(Nn1c(SCc2ccc([N+](=O)[O-])cc2)nc2ccccc2c1=O)c1ccc(F)cc1	1.6	1.5	-17	1.1	57	3	17	-1.8	-1	/
Cc1ccc(C(=O)CCC2CCCCC2=O)cc1 (stereo not drawn)	3.9	1.2	3	-1.2	72	-5	-3	-0.8	-3	-3
Cc1cc(C)cc(NC(=O)c2ccc(CSc3nnnn3C)cc2)c1	-0.8	2.1	13	-2.4	13	-10	-13	0.7	/	0
COC(=O)CCCC(=O)NCC1(N(C)Cc2ccccc2)Cc2ccccc2C1	3.7	0.0	-2	-0.9	12	-2	2	/	0	-4
O=C(CSc1cccc(C(F)(F)F)c1)Nc1cc(S(=O)(=O)N2CCCC2)ccc1Cl	1.2	3.5	-26	-2.0	1	15	26	-0.8	/	-2
Cn1c(CNC(=O)CNS(=O)(=O)c2ccccc2)cc(=O)n(C)c1=O	2.1	6.6	8	-3.0	2	5	-8	-0.9	0	0
COc1ccccc1OCCNC(=O)c1ccc(Br)cc1	1.6	-1.0	5	-1.5	38	3	-5	/	13	33*
O=C(NC1CCCCC1)N1CCCCCCC1	0.9	1.1	/	-0.8	6	3	/	-0.4	/	-2
CN(C)c1ccc(/C=N/NC(=O)CNC(=O)c2ccncc2)cc1	-2.2	0.9	-15	-0.3	3	1	15	0.0	1	2
CCC(Oc1cccc(C)c1)C(=O)Nc1ccccc1C(=O)N1CCOCC1 (stereo not drawn)	-1.8	-1.0	-22	0.8	-1	-2	22	-3.3	-1	-2
Cc1cc2c(cc(C(=O)N3CCC(C(=O)NC4CCCC4)CC3)n2Cc2c(F)cccc2Cl)o1	-1.6	1.6	-9	-0.5	/	-3	9	-0.5	-2	/
CCn1c(SCC(=O)Nc2ccc(C(=O)OC)cc2)nc2cccnc21	3.4	2.2	59	0.6	0	8	-59	/	-8	-4
C=CCCC1CN(Cc2ccco2)S(=O)(=O)c2c(F)cccc2O1 (stereo not drawn)	/	1.0	6	/	0	-1	-6	-1.5	1	3
Cc1nc(-c2ccc(S(=O)(=O)NCc3cccnc3)s2)cs1	-1.1	1.8	-13	-2.5	-19	-2	13	-1.1	7	/
C=C(C)COc1ccc(-c2[nH]ncc2-c2ccccc2OC)c(O)c1	5.7	4.2	-11	4.8	-13	-13	11	0.3	-5	0
Nc1cccnc1Oc1ccc(F)cc1	0.7	1.2	-19	2.1	12	1	19	0.4	-1	-6
CCCc1c(C(=O)N/N=C/c2cccnc2)nnn1-c1nonc1N	2.2	1.9	-20	-1.4	-4	-10	20	-1.7	0	-1
COc1cccc(C(=O)NNC(=O)c2ccccc2)c1	/	2.6	-15	/	/	-9	15	-0.5	14	-2
O=C(O)/C=C\C(=O)NCc1ccccc1	1.8	3.2	-2	-2.4	/	5	2	-0.7	-2	0
COC(=O)c1[nH]c2cccc(OC)c2c1NC(=O)CN1CC2(C)CC1CC(C)(C)C2 (stereo not drawn)	4.8	2.5	-15	2.3	3	-3	15	0.6	/	1
CCOc1ccccc1NC(=O)CN(c1cc(C)cc(C)c1)S(=O)(=O)c1c(C)noc1C	2.8	1.5	-11	0.3	-4	-4	11	0.1	-7	2
O=C1NC2=C(CCc3ccccc32)C(c2ccc(Br)cc2)N1 (stereo not drawn)	2.0	2.7	23	0.2	-17	5	-23	-3.9	/	-7
CCCC(=O)N1c2ccc(-c3csc(N)n3)cc2CC1C (stereo not drawn)	0.2	0.2	40	-1.6	?	11	-40	-3.7	57*	-4
Cc1nc(C)c(C(=O)Nc2ccc(C)c(F)c2)o1	2.5	1.5	5	1.4	25	-6	-5	-0.2	/	-2
C=CCNC(=S)Nc1ccc(OC)c(S(=O)(=O)N2CCOCC2)c1	-0.9	0.1	6	-1.1	-5	-13	-6	-1.2	-1	-7
O=C(NCc1ccccc1CN1CCCCC1)c1ccc(Cl)cc1N1CCCC1=O	-0.1	0.4	-23	-2.3	9	-3	23	0.4	0	-3
Oc1ccc(C=NC2CCCCC2)c(O)c1	5.2	4.9	-13	-0.7	2	-4	13	-0.3	-1	4
COc1ccc(N(CN2C(=O)C3C4C=CC(C4)C3C2=O)C(=O)c2ccco2)cc1 (stereo not drawn)	1.0	0.6	10	-1.7	-1	-4	-10	0.5	-7	-3
Cc1ccc(S(=O)(=O)Nn2c(C)nnc2-n2nc(C)cc2C)cc1	2.5	0.9	-12	3.2	6	1	12	-0.6	-2	-2
O=C(COC(=O)c1cccc(S(=O)(=O)N2CCc3ccccc3C2)c1)NCc1ccco1	-0.2	3.8	14	-1.3	-11	-8	-14	0.4	/	-2
CC(C)(C)C1CCC(=NNC(=O)CN(c2ccccc2)S(=O)(=O)c2ccccc2[N+](=O)[O-])CC1 (stereo not drawn)	2.7	2.7	-16	1.4	-4	-4	16	-0.8	/	-5
O=C(Cn1c(=O)c(=O)n(Cc2ccccc2)c2ccc(Cl)cc21)NCC1CCCO1 (stereo not drawn)	3.9	4.3	-11	2.5	-4	-5	11	-2.6	4	-2
O=c1/c(=C\c2ccc(O)cc2)sc2n1C(c1ccccc1)C(c1ccccc1)=NN=2 (stereo not drawn)	0.3	0.7	69	1.5	-3	11	-69	-1.6	0	-1

CAL PDZ FP-2, entries above that show a hit.
| mol | phage Ecoli inh | SR-BI HDL uptake | MITF act | Tat transport | SR-BI uptake up | CAL PDZ FP-1 | Wnt bcat act | CAL PDZ FP-2 |
| --- | --- | --- | --- | --- | --- | --- | --- | --- |
| CCCCN1CCc2c([nH]c3c(C)cccc23)C1=O | 1.2 | 14 | 92* | -1 | -14 | -1.2 | 27 | 72* |
| COc1ccccc1OCCNC(=O)c1ccc(Br)cc1 | -1.0 | 5 | 38 | 3 | -5 | / | 13 | 33* |
